mcGAS RapidFire: blocks mouse cGAS cGAMP production | Q8C6L5 | recombinant mouse cGAS, cGAMP by RapidFire MS | inhibition, % at 12.5 µM | 0.18% of 130,000 active | AID 1259397;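 active means inhibition of cGAS enzyme activity at or above 60%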;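 further: enzyme stimulated by 45 bp dsDNA with ATP and GTP substrates; cGAMP share of summed cGAMP plus half ATP and half GTP signals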
Target sequence (Q8C6L5 whole entry, looked up): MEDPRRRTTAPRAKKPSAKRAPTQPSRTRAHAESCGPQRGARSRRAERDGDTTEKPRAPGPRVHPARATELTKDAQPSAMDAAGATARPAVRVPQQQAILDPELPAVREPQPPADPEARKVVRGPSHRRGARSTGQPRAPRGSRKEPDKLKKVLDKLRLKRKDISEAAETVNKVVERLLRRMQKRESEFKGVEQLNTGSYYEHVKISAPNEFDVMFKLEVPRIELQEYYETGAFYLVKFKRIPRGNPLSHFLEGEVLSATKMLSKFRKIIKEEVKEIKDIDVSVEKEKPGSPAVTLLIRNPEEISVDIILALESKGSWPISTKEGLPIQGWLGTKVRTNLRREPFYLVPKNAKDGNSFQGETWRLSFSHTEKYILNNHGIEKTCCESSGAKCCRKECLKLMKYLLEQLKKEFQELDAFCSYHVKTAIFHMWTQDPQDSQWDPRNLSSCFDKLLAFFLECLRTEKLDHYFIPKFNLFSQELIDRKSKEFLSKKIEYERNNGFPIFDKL
Starred values were filed as active, the others as inactive; & = joins results of further samples. These rows are one share of the data. The share of hits here may be higher or lower than overall.

SMILES | mcGAS RapidFire
CN1C(=C2C=NN(c3ccccc3)P2(=S)OCC2CCCO2)C(C)(C)c2ccccc21 (stereo unspecified) | -9
O=S(=O)(c1ccc(SC2Cc3ccccc3C2O)nc1)N1CCOCC1 (stereo unspecified) | -5
CC(C)OC(=O)CCC/C=C\C[C@@H]1[C@@H](CC[C@@H](O)CCc2ccccc2)[C@H](O)C[C@@H]1O | 0
CCOc1ccc(-c2cc(=O)n(CC(=O)NC(c3ccccc3)c3ccccc3)cn2)cc1 | -4
CC(Oc1ccccc1C(N)=O)C(=O)Nc1ccc(Br)cc1F (stereo unspecified) | 4
O=C(NC1CCS(=O)(=O)C1)c1cn(-c2ccc(Cl)cc2)nn1 (stereo unspecified) | -9
Cc1ccc2nc(CSc3nc(C)nc4scc(-c5cccs5)c34)cc(=O)n2c1 | 15
O=C(Nc1nnc(-c2ccccc2)o1)Nc1cccs1 | -3
CSc1cccc(NC(=S)NCC2CCCO2)c1 (stereo unspecified) | -7
CCc1ccc(N2CCCn3c2nc2c3c(=O)n(CCCO)c(=O)n2C)cc1 | -5
Cc1cc(OCCn2c(=O)c(C#N)cn(C3CC3)c2=O)ccc1C(C)C | -17
Cc1cccc(Oc2nc(C)nc(N3CCC(N(C)C)CC3)c2N)c1 | -7
Cc1nc2ccc(Cl)cn2c(=O)c1NC(=O)CCCc1ccccc1 | 7
CC1CC(C)CN(Cc2nc3c(c(=O)n(C)c(=O)n3C)n2Cc2ccc(Cl)cc2)C1 (stereo unspecified) | -2
O=S(=O)(Oc1ccc(CNC2CC2)cc1)c1ccc(F)cc1 | -8
CCC(=O)N1CCCN(c2nc(C)nc(C)c2C(C)C)CC1 | 2
Cc1ccc(C)c(S(=O)(=O)N2CCC(NC(=O)c3cccs3)CC2)c1 | 1
O=C(CN1C(=O)C2CCCCN2C(=O)c2ccccc21)NCCNc1cccc2ccccc12 (stereo unspecified) | -2
CCC(C)NC(=O)CSc1nc2ccccc2c(=O)n1C(C)COC (stereo unspecified) | -8
C[C@H]1O[C@@H](O[C@H]2[C@@H](O)C[C@H](O[C@H]3[C@@H](O)C[C@H](O[C@H]4CC[C@]5(C)C6CC[C@]7(C)[C@@H](C8=CC(=O)OC8)CC[C@]7(O)C6CC[C@@H]5C4)O[C@@H]3C)O[C@@H]2C)C[C@H](O)[C@@H]1O (stereo partly specified) | 1
O=C(O)CCn1cc(CN2CCOCC2)c(=O)[nH]c1=O | -7
O=C1c2cccn2CC1C(c1ccncc1)C1Cn2cccc2C1=O (stereo unspecified) | -1
Nc1ccc(S(=O)(=O)C(F)F)cc1 | 2
Cn1nccc1C(=O)N1CCCC(Nc2ccc(F)cc2)C1 (stereo unspecified) | -6&-4
COc1ccc(-c2cc(C(=O)NCC(c3ccco3)N(C)C)c3ccccc3n2)cc1 (stereo unspecified) | 9

Later entries
SMILES | mcGAS RapidFire
Cc1ccsc1CNC(=O)NCc1cc(C#N)ccc1F | -1
Cc1ccc(NC(=O)CN2CC(C(N)=O)O[C@H](C)C2)cc1C (stereo partly specified) | -2
CCN(CC)CCNC(=O)c1n[nH]c(C(C)C)c1Br | -7
Cc1cc(C(=O)N2CCC2(C)C(=O)NS(=O)(=O)c2cccc(F)c2)nn1C (stereo unspecified) | -10
COc1ccc(N=c2scc(-c3cc(OC)ccc3OC)n2N=C2CCCC2)cc1 | -7
Cc1nc(-c2ccc(F)cc2)sc1C(=O)Nc1cccnc1 | -2
CCCCn1c(S(=O)(=O)CC(=O)N(CC)C2CC2)nc(C)c1C | -24
COc1cc2oc3ccccc3c2cc1N(CC(=O)N(C)C)S(=O)(=O)c1ccccc1 | -8
O=C(c1cc2cc(Cl)ccc2[nH]1)N1CCC(Oc2ccccc2)CC1 | -56
CCCCN(C1CCS(=O)(=O)C1)S(=O)(=O)c1ccc(Cl)c(Cl)c1 (stereo unspecified) | -2
CCc1c(C)nn(CC(=O)N[C@@H]2CC[C@@H](N)C2)c1C | 11
Cc1ccccc1S(=O)(=O)NC(=O)C1(C)CCN1C(=O)c1c(C)noc1C (stereo unspecified) | 0
O=C(/C=C/c1ccc(OC(F)F)cc1)Nc1nncs1 | 6
CCOc1ccccc1C1NC(=O)N(C)C(C)=C1C(=O)OCCOc1ccccc1 (stereo unspecified) | -4
CCCN1CCC(C)(C(=O)Nc2cccc(Oc3ccccc3)c2)C1 (stereo unspecified) | -8
Cn1c(=O)[nH]c(=O)c2c1nc(N1CCN(Cc3ccccc3)CC1)n2CCSc1ncccn1 | -6
CC(C)(C)OC(=O)NC(C)(C)C(=O)NCc1ccc(-n2cccn2)cc1 | -23
CC(=O)NCCn1cnc(-c2ccccc2)c1-c1cc2ccccc2n(C)c1=O | -17
CCC(C)N1CCN(Cc2cccn2C)CC1 (stereo unspecified) | -11
Cc1ccc(-c2ccc(=O)n(CCCNC(=O)Cc3ccccc3Cl)n2)cc1 | 8
CN1C(=CC=C(C#N)C#N)C(C)(C)c2ccccc21 | 49
CCn1c(C2CCN(C(=O)C3CC(=O)c4ccccc43)CC2)nn(C)c1=O (stereo unspecified) | -13
CC1(C(=O)O)CCN1C(=O)c1ccc(Cl)nc1 (stereo unspecified) | 1
COC(=O)COc1nsnc1N1CCOCC1 | 11
COC(=O)c1cn(C(=O)CCCc2ccccc2)c2ccccc12 | -1

Next entries follow:
SMILES | mcGAS RapidFire
CC1CN(C(=O)OC(C)(C)C)CCN1C(=O)CC1CCCO1 (stereo unspecified) | -7
CC1=NN(CC(=O)c2ccccc2)c2nc3c(c(=O)n(C)c(=O)n3C)n2C1C (stereo unspecified) | 0
CC(=O)N1CCc2c(sc(NC(=O)c3ccc(C)c(C)c3)c2-c2nc3ccccc3s2)C1 | 4
Cc1ccc2nsnc2c1S(=O)(=O)N1C[C@H]2CC=CC[C@H]2C1 | -19
Cc1cc(C)c(S(=O)(=O)NNC(=O)c2cc(Br)cn2C)c(C)c1 | 13
CC(=O)Nc1cccc(NC(=O)CCc2c(C)nn(-c3nc(C)cc(=O)[nH]3)c2C)c1 | -4
Cn1ccnc1-c1nccn1CCCc1cccnc1 | -9
CC1(C(=O)NC2CCc3ccccc32)CCN1Cc1ccc2c(c1)OCCO2 (stereo unspecified) | -2
CN(Cc1ccc(Cl)c(Cl)c1)C(=O)c1csc(-c2cccs2)n1 | 9
O=C(Nc1ccnn1Cc1cccs1)c1ccc(Br)s1 | 1
COC(=O)c1cc(-c2ccco2)nc2c1c(-c1cccs1)nn2C1CCS(=O)(=O)C1 (stereo unspecified) | -9
COc1cccc(CNC(=O)C(=O)Nc2ccc3c(c2)CCCN3C(=O)c2cccs2)c1 | -2
C=CCN(Cc1nc(-c2ccccc2)no1)C(=O)[C@H](N)c1ccccc1 | -1
Cn1ccccc1=NCCc1c[nH]c2ccccc12 | -8
O=C(O)CC12CC3CC(CC(C3)C1=O)C2 | 18
CN(CCC#N)C(=O)CSc1nc2ccccc2c(=O)n1C1CC1 | -9
COc1ccc(OCC2CN(C(=O)c3ccc(OC(F)F)cc3)CCO2)cc1 (stereo unspecified) | -5
CCN(CCO)c1ccc(Nc2cc(-c3ccc(-c4ccccc4)cc3)ncn2)cc1 | -2
CC1(C)Cc2cc(C(=O)O)sc2-c2ccccc21 | 1
Cc1ccn2cc(C(=O)N(Cc3ccc(F)cc3)CC3CCCO3)nc2c1 (stereo unspecified) | -8
NC(=O)CN1CCCN(C(=O)c2ccc(-c3ccc(F)cc3)s2)CC1 | -10
Cc1cc(C(C)(C)C)c(O)c(C)c1CC1=NCCN1 | -3&1
O=C(COC(=O)c1ncc(Cl)c(Cl)c1Cl)c1ccc(Cl)s1 | -3
CCOCCCn1c(=N)c(C(=O)OCC)cc2c(=O)n3ccccc3nc21 | -14
CC(C)(C)S(=O)CCNC(=O)Cc1ccco1 (stereo unspecified) | -3

6 entries drawn at random from those above, as already listed:
SMILES | mcGAS RapidFire
CCOCCCn1c(=N)c(C(=O)OCC)cc2c(=O)n3ccccc3nc21 | -14
O=S(=O)(Oc1ccc(CNC2CC2)cc1)c1ccc(F)cc1 | -8
CCc1ccc(N2CCCn3c2nc2c3c(=O)n(CCCO)c(=O)n2C)cc1 | -5
CCOc1ccccc1C1NC(=O)N(C)C(C)=C1C(=O)OCCOc1ccccc1 (stereo unspecified) | -4
Cn1c(=O)[nH]c(=O)c2c1nc(N1CCN(Cc3ccccc3)CC1)n2CCSc1ncccn1 | -6
CC1(C(=O)O)CCN1C(=O)c1ccc(Cl)nc1 (stereo unspecified) | 1

An excerpt from above in order of their number in mcGAS RapidFire, rising:
SMILES | mcGAS RapidFire
CN(CCC#N)C(=O)CSc1nc2ccccc2c(=O)n1C1CC1 | -9
Cc1cccc(Oc2nc(C)nc(N3CCC(N(C)C)CC3)c2N)c1 | -7
CC(=O)N1CCc2c(sc(NC(=O)c3ccc(C)c(C)c3)c2-c2nc3ccccc3s2)C1 | 4
Cc1nc2ccc(Cl)cn2c(=O)c1NC(=O)CCCc1ccccc1 | 7

Next part.
SMILES | mcGAS RapidFire
Cc1c(Cl)cccc1OCC(=O)NCc1ccon1 | -3
Cc1[nH]cnc1CN(Cc1nccn1C)C1CC1 | -5
Cc1oc(C(=O)N2CCCC2)cc1S(=O)(=O)N(C)c1ccccc1 | -6
Cc1ccc(NC(=O)CN[C@H](C(N)=O)C(C)C)cc1F | 2
Cc1oc(-c2ccc(F)cc2)cc1-c1nn2c(-c3ccoc3C)nnc2s1 | -118
NC1(C(=O)NCCCn2ncc3ccccc32)CC1 | -5
CN1CCN(c2ccc(C(=O)N(C)C3CCCN(Cc4ccccc4F)C3)cc2)CC1 (stereo unspecified) | 2
Cc1ccc(CN(C)CC(=O)NC(c2cccs2)C(C)C)cc1 (stereo unspecified) | -56
CN(C)N=CC=C1CCCC(=Cc2cc(Br)cs2)C1=O | -5
COc1cc(CN2CCNC(=O)C2CC(=O)NCc2ccncc2C)cc(OC)c1 (stereo unspecified) | -7
Cc1cccc(-n2cc(-c3ccn(CC(=O)Nc4ccnn4C)n3)cn2)c1 | -4
Cc1cc2c(cc1C)[n+](C)cn2CC(O)COC1CCCCC1 (stereo unspecified) | -48
COc1ccc(CCN(CC2CCN(C)CC2)C(=O)c2cc(C(C)C)nn2C)cc1 | -11
O=C(N=C1N=C2N=CC=CN2Cc2ccccc21)Nc1ccc(Cl)c(Cl)c1 | -4
CCOC(=O)C1(CC2CCCCO2)CCN(C(=O)c2n[nH]c3ccc(C)cc23)CC1 (stereo unspecified) | -6
CN(C)C(=O)CSc1nnc(-c2cccnc2)n1Cc1ccco1 | -3
CCc1ccccc1-n1c(C)c(C)n2c3c(=O)n(C(C)C(C)=O)c(=O)n(C)c3nc12 (stereo unspecified) | -6
Nc1ncc(CN2CCc3ccc(NC(=O)C4(c5ccccc5)CC4)cc3C2)cn1 | 4
O=C(c1ccc[nH]1)N1CCc2onc(-c3ccccc3F)c2C1 | -32
NC(=O)C(Sc1ncc2ccccn12)c1ccccc1 (stereo unspecified) | 3
CC(C)c1cc(NC(=O)c2cccc(CN(C)CCO)c2)n(C)n1 | -13
CCNC(=O)NC(=O)C(Sc1ccccn1)c1ccccc1 (stereo unspecified) | 1
O=C(COC(=O)c1ccc2c(=O)n3c(nc2c1)CCC3)NCc1ccc2c(c1)OCO2 | -4
CCOc1ncccc1NC(=O)N1CCc2c([nH]c3ccccc23)C1C (stereo unspecified) | 12
CS(=O)(=O)NC1CCN(C(=O)[C@H](N)c2ccccc2)CC1 | 0

Some of these compounds in order of number of heavy atoms, lowest first.
SMILES | mcGAS RapidFire
Cc1[nH]cnc1CN(Cc1nccn1C)C1CC1 | -5
Cc1ccc(NC(=O)CN[C@H](C(N)=O)C(C)C)cc1F | 2
Cc1ccc(CN(C)CC(=O)NC(c2cccs2)C(C)C)cc1 (stereo unspecified) | -56
CN(C)C(=O)CSc1nnc(-c2cccnc2)n1Cc1ccco1 | -3
O=C(N=C1N=C2N=CC=CN2Cc2ccccc21)Nc1ccc(Cl)c(Cl)c1 | -4
CCc1ccccc1-n1c(C)c(C)n2c3c(=O)n(C(C)C(C)=O)c(=O)n(C)c3nc12 (stereo unspecified) | -6

Continuation.
SMILES | mcGAS RapidFire
O=S(=O)(Nc1ccc(O)cc1)c1cccs1 | -8
Cc1cc(NC(=O)c2cccc(CN(C)Cc3snnc3C)c2)n(C)n1 | -5
CCc1nc(CN2C(=O)NC(CC)(C3CCNCC3)C2=O)cs1 (stereo unspecified) | -6
N#Cc1ccc(NCc2ccc(N3CCSCC3)cc2)nc1 | 4
CC(C)Cn1c(=S)[nH]c2ccccc21 | -9
S=C(N=P(c1ccccc1)(N1CCOCC1)N1CCOCC1)N1CCOCC1 | 47
CS(=O)(=O)N1CCN(S(=O)(=O)c2ccc(F)cc2)CC1 | -16
O=P(CCCO)(Cc1ccccc1)Cc1ccccc1 | -14
S=c1[nH]nc(COc2ccc(Cl)cc2)o1 | 1
CC1=NN(C(=O)c2ccn(Cn3cc(Br)cn3)n2)C(O)(C(F)F)C1 (stereo unspecified) | -3
CC(C)NC(=S)NN=CC=C1N(C)c2ccccc2C1(C)C | -10
O=C1CC(Nc2ccc3c(c2)OCO3)C(=O)N1Cc1ccccc1 (stereo unspecified) | -3
Cc1ccc(CC2(NC(=O)c3cc(=O)[nH][nH]3)CC2)cc1 | -9
NC(N)=N/N=C/c1c(Cl)cccc1Cl | -2&2
CCCn1c(=O)[nH]c(=O)c2c(C(=O)Nc3c(C)nn(C)c3C)cc(C3CC3)nc21 | 1
Oc1[nH]c2ccccc2c1N=Nc1nc(-c2ccccc2)c2cc(Br)ccc2n1 | -14
O=C(Nc1c2c(nn1-c1nc3ccccc3s1)CCC2)C1=COCCO1 | -2
CN1CC(=O)N2CCN(S(=O)(=O)c3ccc(F)cc3F)CC2C1=O (stereo unspecified) | -7
C1=CC(c2ccc(C=NNc3ccccn3)s2)CC1 (stereo unspecified) | 49
O=C(c1nccnc1C(=O)N1CCC2(CCCNC2)C1)N1CCCCC1 (stereo unspecified) | -14
CCC(C)[n+]1c(C)cc(C=C2Sc3ccccc3N2CC)cc1C (stereo unspecified) | -10
O=C1OC(c2ccc(F)cc2)=NC1=Cc1ccccc1Cl | -6
Cc1cccc(-n2nc3c(c2NC(=O)CCC2CCCC2)CS(=O)C3)c1C (stereo unspecified) | -3
CC(OC(=O)c1cc(S(N)(=O)=O)ccc1Cl)C(=O)NC1CC1 (stereo unspecified) | -3
Cn1cc(C(NC(=O)C2CC3CCC2O3)C(C)(C)C)cn1 (stereo unspecified) | -11

Screens (PubChem)
